# Myeloid diff 2: promotes myeloid progenitor differentiation | ER-HoxA9 myeloid progenitors, lysozyme-GFP differentiation, flow cytometry | calls only at 10 µM | 1% of 360,000 active | AID 624256;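 active = normalized GFP-positive differentiation at or above the plate's own cutoff, the solvent-only control mean plus 3 SD; inconclusive = no clear call, values can overlap the other calls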;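 also: cells exposed to compound for four days before flow analysis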
# Lipid droplet: hepatic lipid droplet formation modulation. AML12 mouse hepatocytes, oleate lipid droplets, BODIPY imaging. inhibition, % at 6.5 µM. 0.4% of 240,000 active. AID 1656;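 active = lipid droplet intensity inhibited by at least 50%, with more than 500 cells counted; inconclusive = wells with under 300 cells, treated as cytotoxic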
#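 Test system: AML12 mouse liver cells; schedule: overnight exposure; technique: high-content imaging of BODIPY-stained droplets and DAPI nuclei; read-out: % inhibition of corrected integrated BODIPY droplet signal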
# M1AAP inhibition: P. falciparum M1AAP inhibitors, biochemical, fluorogenic H-Leu-NHMec substrate, 1536-well (AID 1445). recombinant M1AAP, H-Leu-NHMec fluorogenic kinetic assay; higher % means a stronger effect. one-dose inhibition, % at 30 µM; IC50 in µM for titrated hits. 0.42% of 220,000 active;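 active = primary inhibition above the hit cutoff, then over 50% inhibition at one or more dose response concentrations, cut at about 23% in these data, passing the limit was not always enough; inconclusive = conflicting primary data, or primary hits not chosen for dose response; inactive = low primary inhibition, or under 50% at every dose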;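 also: plate controls were DMSO full reaction for no effect and no enzyme background for full effect; strong numbers were not always called active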
# WT yeast gro inh: growth inhibition of WT yeast, mitochondrial fusion screen. AID 1362. 2.1% of 190,000 active. mitochondrial fusion phenotypic screen, WT strain. inhibition, % at 10 µM; in the data active = inhibition above about 58%; tested in S. cerevisiae
# PMI inhibitors: inhibitors of human PMI, primary screen, biochemical, fluorescence intensity, coupled assay (AID 1209); purified PMI enzyme, coupled fluorescence intensity; higher % means a stronger effect; inhibition, % at 20 µM, or IC50 in µM where a hit was titrated; 0.42% of 190,000 active;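 also: plate controls were DMSO vehicle for no effect and wells lacking substrate for full effect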
# human PMI inhibitors: human PMI inhibitors, high substrate, primary screen, biochemical, fluorescence intensity, high mannose 6-phosphate (AID 1220); recombinant PMI enzyme, coupled fluorescence intensity; higher % means a stronger effect; inhibition, % at 20 µM; hits with a dose series show IC50 in µM; 0.66% of 190,000 active
# K1F lysis inhibition: protection from phage-mediated lysis, alamar blue read-out – E. coli UTI89, K1F phage, bacterial capsule biogenesis inhibitors (AID 488966); E. coli UTI89 K1F phage lysis, alamar blue, 2 h; higher % means a stronger effect; one-dose inhibition, % at 100 µM; IC50 in µM for titrated hits; 0.02% of 340,000 active;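 active = phage lysis inhibition, versus mean bacterial control, above a set limit; inconclusive = no clear call, values can overlap the other calls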;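 also: capsule biogenesis inhibitors block K1F phage lysis so surviving cells raise fluorescence; higher fluorescence means more inhibition of phage lysis; actives were called in the ten point dose series up to 300 µM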
# ER stress rescue: protection against thapsigargin-triggered cell killing – 384-well, CSM14.1, ATP luminescence, primary screen (AID 1222). CSM14.1 thapsigargin-induced death rescue, ATP luminescence; higher % means a stronger effect. 190,000 tested, under 10 active. cellular ATP content (survival), % at 20 µM, or EC50 in µM where a hit was titrated;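 active = EC50 below 50 µM in the dose-response confirmation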;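 also: death triggered by thapsigargin at about 15 µM added after 2 h compound pretreatment; cell ATP read after overnight thapsigargin exposure of roughly 18 to 22 hours; normalized against plate controls of thapsigargin alone and 5% DMSO vehicle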
# TNAP activators: human TNAP enzyme activators, primary screen, biochemical, luminescent, no phosphate acceptor, uHTS (AID 1001); one-dose activation fold at 20 µM; EC50 in µM for titrated hits; 0.03% of 200,000 active; purified TNAP, luminescent activation assay, no phosphate acceptor; higher activation fold means a stronger effect; in the data active = activation fold from about 3, or a potency from the dose series; inactive = the rest, 99 in 100 with activation fold below about 1.6; also: many of its hits are not listed in these tables
# WT yeast gro inh mutant strain: second read-out of WT yeast gro inh, no call of its own (marks repeat the call); inhibition, %; mitochondrial fusion phenotypic screen, mutant strain inhibition
# Lipid droplet cells 6.5 µM: further read-out of Lipid droplet, marked with its call; cell count; measured here: cell count, cytotoxicity flag;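 cells counted across two imaged fields per well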
# Myeloid diff 2 GFP+ MAC1+ %: also measured in Myeloid diff 2; calls as there; GFP+ MAC1+ double positive, %; measured here: differentiation confirmed by MAC1 staining
# Active calls of the source: *; i = inactive; u = inconclusive; x = not tested or not shown; & = joins results of further samples; [ ] = remark or other dose. Rule as the data show it, unless noted: active = inhibition above about 50%; inactive = the rest.
SMILES,Myeloid diff 2,Myeloid diff 2 GFP+ MAC1+ %,Lipid droplet,Lipid droplet cells 6.5 µM,M1AAP inhibition,WT yeast gro inh,WT yeast gro inh mutant strain,PMI inhibitors,human PMI inhibitors,K1F lysis inhibition,ER stress rescue,TNAP activators
CCOC(=O)N1CCC(N(CCN(C)C)C(=S)Nc2cc(C)ccc2C)CC1,i,0.6,-2,608,4%,7,5,7%,-4%,1.3%,-1.5%,1.2
O=C(NC(N1CCOCC1)C(Cl)(Cl)Cl)c1cc([N+](=O)[O-])cc([N+](=O)[O-])c1 (stereo unspecified),i,1.0,-7,705,0%,1,-2,5%,13%,0.0%,-0.6%,1.1
COc1ccc(NC(=O)c2ccc(S(=O)(=O)N3CCOCC3)o2)cc1,i,0.3,0,661,2%,x,x,x,x,-0.3%,x,x
N/C(=N\OC(=O)Cc1ccc(Cl)cc1)c1cccnc1,i,4.5,x,x,6%,34,18,-2%,-1%,3.1%,-1.3%,1.1
CC(=O)Cn1cnc2sc(-c3ccccc3)cc2c1=O,i,1.2,4,739,-1%,-10,-18,-4%,-1%,7.8%,-1.7%,1.2
CC(C)NS(=O)(=O)c1ccc2c3c(cccc13)CC2,i,0.5,-4,685,-3%,2,7,5%,2%,-2.5%,-0.5%,1
NNC(=O)CNS(=O)(=O)c1ccc([N+](=O)[O-])cc1,i,0.1,14,745,4%,15,2,-2%,6%,-0.1%,-0.8%,1.1
Cc1cc(N2CCC(N(C)C3CCCC3)CC2)nc2cc(O)ccc12,i,2.5,-2,733,9%,17,5,15%,16%,0.3%,-1.8%,1.1
COc1ccc2nc(C)cc(SCC(=O)OC(C)C)c2c1,i,0.3,-1,746,6%,11,4,7%,3%,-3.8%,3.0%,1.1
O=C(Nc1ccc2c(c1)nc1n2CCSC1)c1ccco1,i,1.0,x,x,9%,12,20,10%,27%,0.8%,-8.2%,0.8
O=C(NCCc1ccc(Cl)cc1)C1CCN(S(=O)(=O)c2cccs2)CC1,i,1.3,7,754,12%,-17,-24,3%,6%,0.0%,0.0%,1.1
COc1nc(Nc2ccc(O)cc2)nc(OC(C(F)(F)F)C(F)(F)F)n1,i,0.9,-22,767,0%,4,8,12%,9%,0.2%,0.9%,1
Cc1cccc(OCCCC(=O)NCc2ccco2)c1,i,1.4,x,x,12%,-4,-1,-2%,0%,7.8%,-0.5%,1.2
O=S(=O)(Nc1ccc(N2CCCCC2)cc1)c1ccccc1,i,0.5,-3,706,1%,-15,-15,17%,1%,-0.1%,-2.9%,1.1
Cc1cc(S(=O)(=O)NC(C)C)ccc1OCC(=O)Nc1ccc2c(c1)OCCO2,x,x,5,678,-3%,-9,5,0%,-2%,-0.7%,-2.1%,1.1
Cn1c2ccccc2n2c(=O)c(=O)n(CC(=O)N3CCCc4ccccc43)nc12,x,x,7,678,0%,14,-3,x,x,x,-1.0%,1
COc1ccc(-c2csc(N3C(=O)C4C5c6ccccc6C(c6ccccc65)C4C3=O)n2)cc1 (stereo unspecified),i,0.6,-5,662,-2%,15,4,14%,7%,1.5%[50 µM],1.1%,1.1
CCOc1ccc(C2C3=C(CCCC3=O)Nc3ccc4ncccc4c32)cc1 (stereo unspecified),i,0.3,1,631,11%,x,x,x,x,0.0%,x,x
Cc1ccc(CNC(=O)C2CCN(S(=O)(=O)c3ccc4c(c3)OCCCO4)CC2)cc1,i,1.1,1,661,0%,14,4,16%,15%,0.2%,-1.5%,1.2
COC(=O)c1ccc(CN(c2ccccc2OC)S(=O)(=O)c2cccs2)o1,i,0.9,-39,505,-3%,15,16,22%,18%,2.2%[50 µM],x,1.1
CCNc1nc(NC(C)(C)C)nc(N(CC)n2cnnc2)n1,i,2.2,x,x,-1%,-1,-4,-8%,-7%,3.9%,1.6%,1.1
COc1cc(-c2nc(CN3CCCCC3CCNC(C)=O)c(C)o2)ccc1F (stereo unspecified),i,0.5,8,722,1%,x,x,x,x,-0.2%[50 µM],x,x
Oc1c(C(Nc2ccccn2)c2ccccn2)ccc2cccnc12 (stereo unspecified),u,x,x,x,-15%,-15,6,7%,25%,-13%,18%,1.6
C=C(C)Cn1c(CCn2c3ccccc3c3ccccc32)n[nH]c1=S,i,0.7,-14,691,-2%,22,-2,19%,6%,0.7%,-2.5%,1.6
O=C(CSc1nnc(-c2ccccc2)n1-c1ccccc1)N1c2ccccc2Sc2ccccc21,i,1.2,-5,607,2%,10,11,16%,16%,7.5%,0.6%,0.9

# (listing goes on)
SMILES,Myeloid diff 2,Myeloid diff 2 GFP+ MAC1+ %,Lipid droplet,Lipid droplet cells 6.5 µM,M1AAP inhibition,WT yeast gro inh,WT yeast gro inh mutant strain,PMI inhibitors,human PMI inhibitors,K1F lysis inhibition,ER stress rescue,TNAP activators
Cc1nc(N2CCN(c3ccccn3)CC2)c2c(C)c(C(=O)Nc3ccc(F)cc3)sc2n1,i,0.4,-21,679,5%,39,11,11%,8%,0.2%,-9.2%,1.1
CC1(CC(=O)N/N=C/c2cc([N+](=O)[O-])c(O)cc2O)OCCO1,i,0.1,-18,656,9%,-13,-14,-7%,-38%,x,-0.5%,1.2
COCCn1c(SCC(=O)c2ccc(Cl)cc2)nnc1C(C)C,i,0.4,x,x,2%,-8,-8,-36%,-39%,-0.9%,2.6%,1.2
CCCc1cc(O)c2c(C)cc(=O)oc2c1,i,2.8,-7,776,6%,28,13,-2%,-5%,4.7%,-0.7%,1.1
CCC(CC)c1nnc(NC(=O)c2ccc([N+](=O)[O-])cc2)s1,i,0.5,4,679,-3%,3,3,18%,6%,0.0%,-2.5%,1.1
CCC(C)(C)n1nnnc1C(c1cc2ccc(OC)cc2[nH]c1=O)N1CCN(C2CCCCC2)CC1 (stereo unspecified),i,0.9,x,x,9%,11,-4,1%,14%,-2.2%,-1.3%,1.1
CCOc1ccc(CNc2ccc(N3CCCC3)cc2)cc1,i,8.9,-5,633,-4%,0,6,86%*,x,0.7%,-3.1%,1
CCCc1cc(-c2n[nH]c(C(=O)OCC)c2-c2cscn2)c(O)cc1O,i,3.0,x,x,2%,22,11,14%,15%,8.3%,-0.6%,1.1
CCN(c1ccc(OCC(=O)OCC(=O)c2c(N)n(C)c(=O)n(C)c2=O)cc1)S(=O)(=O)c1ccccc1,i,0.5,6,664,3%,25,5,-11%,-2%,0.6%,-3.8%,0.9
COc1cc(/C=C/C(=O)OCC(=O)Nc2ccc(S(N)(=O)=O)cc2)ccc1O,i,0.5,2,665,8%,x,x,x,x,0.1%,x,x
CCOC(=O)N1CCN(C(=O)c2ccc(CS(=O)(=O)c3ccccc3OC)o2)CC1,i,1.7,x,x,3%,-4,-1,-10%,-2%,-0.1%,-0.9%,0.9
O=C(COc1ccccc1)Nc1ccc(CN2CCCCC2)cc1,i,0.0,-2,747,3%,2,7,6%,9%,0.7%,0.0%,1.1
CC1CCCC(NC(=O)C2CCC(CNc3c(N4CCCCC4)c(=O)c3=O)CC2)C1C (stereo unspecified),i,0.4,-1,677,6%,x,x,x,x,-1.1%[50 µM],x,x
CC1(C)CC2(C)OCCN2C(=S)N1 (stereo unspecified),i,0.9&0.3,6,681,-1%,x,x,x,x,-0.1%,x,x
C=CCN1N=C(c2ccc(Cl)s2)CSC1=O,i,0.4,x,x,5%,10,13,10%,9%,0.6%,-0.1%,1.1
COC(=O)c1ccc(/C=N/N2CCN(Cc3ccc(C)cc3C)CC2)cc1,i,0.9,8,693,6%,17,-3,18%,11%,0.0%,-2.7%,1
CC(C)Sc1nc(-c2ccccc2)cc(=O)[nH]1,i,0.6,x,x,-4%,10,14,10%,11%,-0.1%,-1.2%,1.1
Cc1ccc(C)c(NC(=O)C2CCC(C)(C(=O)O)C2(C)C)c1 (stereo unspecified),i,0.9,x,x,21%,-2,-10,-3%,36%,1.0%,-2.3%,1
CSC1=N/C(=C\c2cccc(F)c2)C(=O)S1,i,1.0,x,x,9%,-9,0,-5%,-5%,-4.0%,0.5%,1.1
CC(=O)c1cccc(NC(=O)CCS(=O)(=O)c2ccc(Br)s2)c1,i,1.2,1,659,6%,-10,-5,-4%,-5%,-0.1%,0.6%,1.1
CCN(CC)S(=O)(=O)c1ccc(C(=O)OCCN2C(=O)CCC2=O)cc1,i,2.3,x,x,-2%,13,8,8%,9%,5.6%,-1.0%,1.1
CN(CCS(=O)(=O)c1ccc(Cl)cc1)Cc1cccnc1,i,1.1,6,702,0%,x,x,x,x,-1.4%,x,x
COc1cccc(NC(=O)c2c(C)cc(C)cc2CC(C)(C)C(=O)O)c1,i,0.3,0,693,-1%,x,x,x,x,0.2%,x,x
Cc1cc(NC(=O)COC(=O)c2ccccc2S(=O)(=O)N(C)c2ccccc2)no1,i,0.3,11,680,8%,-17,16,-1%,8%,-0.1%,4.5%,1.2
CCOC(=O)Nc1cc(C(=O)OC)cc(C(=O)OC)c1,i,0.3,x,x,2%,-8,-8,-6%,2%,0.7%,0.0%,1.1
CC(=O)Cc1nsc(Nc2cccc(C)c2)n1,i,0.7,-16,697,4%,0,-9,8%,6%,3.7%,-0.7%,1.1
COc1ccccc1-c1nc2n(n1)C(c1cccs1)C(C(=O)Nc1cccnc1)=C(C)N2 (stereo unspecified),i,1.3,-9,634,14%,-2,3,23%,17%,0.2%,x,1.1
O=C1NC(=O)/C(=C\c2ccc(OCc3cccc([N+](=O)[O-])c3)cc2)N1,i,0.2,-24,680,8%,-15,15,-8%,-3%,0.6%,2.5%,1
CCCCC1=NN2CCS(=O)(=O)N=C2S1,i,0.5,10,676,-4%,-5,4,-4%,3%,-0.1%,-1.5%,1.1
COc1ccc(Cl)cc1S(=O)(=O)Nc1cccc(C(=O)O)c1,i,0.7,x,x,6%,4,-3,9%,8%,0.8%,0.2%,1

# PMI inhibitors: what is marked active above
Molecule	Myeloid diff 2 GFP+ MAC1+ %	M1AAP inhibition	WT yeast gro inh mutant strain	PMI inhibitors	human PMI inhibitors	TNAP activators
CCOc1ccc(CNc2ccc(N3CCCC3)cc2)cc1	8.9	-4%	6	86%*	x	1

# Quoted at random: 3 records from the list, in no set order.
SMILES,Myeloid diff 2,Myeloid diff 2 GFP+ MAC1+ %,Lipid droplet,Lipid droplet cells 6.5 µM,M1AAP inhibition,WT yeast gro inh,WT yeast gro inh mutant strain,PMI inhibitors,human PMI inhibitors,K1F lysis inhibition,ER stress rescue,TNAP activators
CCOC(=O)N1CCN(C(=O)c2ccc(CS(=O)(=O)c3ccccc3OC)o2)CC1,i,1.7,x,x,3%,-4,-1,-10%,-2%,-0.1%,-0.9%,0.9
CCN(CC)S(=O)(=O)c1ccc(C(=O)OCCN2C(=O)CCC2=O)cc1,i,2.3,x,x,-2%,13,8,8%,9%,5.6%,-1.0%,1.1
CCNc1nc(NC(C)(C)C)nc(N(CC)n2cnnc2)n1,i,2.2,x,x,-1%,-1,-4,-8%,-7%,3.9%,1.6%,1.1
